# Apoferritin bind: binds horse apoferritin like a general anesthetic; P02791; apoferritin/1-aminoanthracene competitive binding, fluorescence; Potency, µM (top dose mostly 77.5 µM), for the others: top-dose activity change, negative = displacement, actives largely listed as inhibitors; 350,000 compounds, 0.074% hits; AID 485281; further: potency means the concentration at half of the fitted maximal effect; on the % scale 0 is the no-effect control and ±100 the full control effect; nearly all actives have a fitted effect of over 20% in size
# Target sequence (P02791 2-175 limits assumed): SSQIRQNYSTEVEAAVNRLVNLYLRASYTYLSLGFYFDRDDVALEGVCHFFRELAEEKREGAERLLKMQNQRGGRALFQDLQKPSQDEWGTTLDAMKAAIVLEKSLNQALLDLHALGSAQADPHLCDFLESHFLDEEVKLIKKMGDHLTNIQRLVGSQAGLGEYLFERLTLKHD
#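 Probe: 1-aminoanthracene (50% saturated, PBS). Protein: horse-spleen apoferritin, 10 uM. Incubation: 10 min, room temperature. Detection: 380 nm excitation, 535 nm emission. Analysis: normalized response, four-parameter Hill.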
# BLM inh: Bloom syndrome helicase (human) inhibition; 350,000 compounds, 0.2% hits; recombinant BLM DNA unwinding, fluorescence dequenching; P54132; Potency, µM (series often up to 56.1 µM), without a hit: at the highest dose activity change, negative = inhibition, most hits filed as inhibitors;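 further: potency means the concentration at half of the fitted maximal effect; plate controls were vehicle for no effect and no enzyme for full effect; nearly all actives have a fitted effect of over 35% in size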
# PGK inhibitor: inhibitors of T. brucei phosphoglycerate kinase; Potency, µM (highest dose often 57.5 µM), for inactives: at the top dose activity change, negative = inhibition, hits mostly inhibitors; AID 602233; PGK/GAPDH coupled, Kinase-Glo luminescence, 60 min; P07378; 380,000 compounds, 0.043% hits; further: potency means the concentration at half of the fitted maximal effect; on the % scale 0 is the no-effect control and ±100 the full control effect; nearly all actives have a fitted effect of over 60% in size
#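 Luminescent ATP detection (Kinase-Glo Plus) follows a 60-minute room-temperature incubation, with wells lacking PGK as controls. Buffer: 100 mM TEA (pH 7.6), 5 mM MgCl2, 0.01% Tween-20. Coupling enzyme GAPDH (100 nM final) supplies unstable 1,3-BPG in-well.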
# RXFP1 antagonist: blocks the human relaxin receptor RXFP1. HEK293-RXFP1, relaxin-stimulated cAMP HTRF, 30 min; hits give low values. 350,000 compounds, 0.59% hits. AID 1259400. activity change, negative = inhibition, % at 57.5 µM;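 active means activity change of -60% or lower, but not beyond a set lower limit; inconclusive means change between -60% and -40%, or beyond the set limit; inactive means change above -40%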; further: on the % scale 0 is the no-effect control and ±100 the full control effect
# Target sequence (Q9HBX9 whole entry, looked up): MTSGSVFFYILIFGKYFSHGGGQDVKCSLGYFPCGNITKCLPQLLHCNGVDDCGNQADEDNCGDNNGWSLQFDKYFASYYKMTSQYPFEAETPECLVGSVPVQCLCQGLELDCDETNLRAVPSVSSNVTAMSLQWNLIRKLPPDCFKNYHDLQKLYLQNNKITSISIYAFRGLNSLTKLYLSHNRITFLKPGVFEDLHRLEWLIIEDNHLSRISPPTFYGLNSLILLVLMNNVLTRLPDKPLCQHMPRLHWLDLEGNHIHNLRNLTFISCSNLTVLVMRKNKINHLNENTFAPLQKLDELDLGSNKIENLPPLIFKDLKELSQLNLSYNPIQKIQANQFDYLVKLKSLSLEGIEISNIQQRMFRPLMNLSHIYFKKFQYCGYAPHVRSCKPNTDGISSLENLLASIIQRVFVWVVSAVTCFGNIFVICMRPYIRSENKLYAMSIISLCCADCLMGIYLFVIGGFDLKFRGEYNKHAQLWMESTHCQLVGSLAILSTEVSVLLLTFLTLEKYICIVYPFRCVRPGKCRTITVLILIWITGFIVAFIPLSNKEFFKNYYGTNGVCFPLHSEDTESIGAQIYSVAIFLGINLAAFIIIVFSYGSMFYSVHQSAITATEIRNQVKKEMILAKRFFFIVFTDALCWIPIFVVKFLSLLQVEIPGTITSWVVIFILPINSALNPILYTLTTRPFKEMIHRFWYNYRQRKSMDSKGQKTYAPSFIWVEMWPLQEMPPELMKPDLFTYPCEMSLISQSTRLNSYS
# POLB inh: blocks human DNA polymerase beta activity; Potency, µM (titrated, usually from 114 µM), inactives show top-dose activity change, negative = inhibition, most hits filed as inhibitors; AID 485314; P06746; Pol beta primer extension/strand displacement, fluorescence kinetic; 340,000 compounds, 1.3% hits; further: potency means the concentration at half of the fitted maximal effect; on the % scale 0 is the no-effect control and ±100 the full control effect
#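 Preincubation: enzyme (10 nM) with compound, 15 min, RT. Reaction: substrate added to 50 nM final. Reads: 0 and 10 min. Analysis: normalized, Hill fit.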
# APE1 inh: inhibitors of human APE1 endonuclease | 350,000 compounds, 0.35% hits | Potency, µM (highest dose often 65.8 µM), inactives show top-dose activity change, negative = inhibition, hits mostly inhibitors | P27695 | recombinant APE1, TAMRA/BHQ-2 abasic DNA cleavage fluorescence;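 further: potency means the concentration at half of the fitted maximal effect; plate controls were vehicle for no effect and reference inhibitor for full effect; nearly all actives have a fitted effect of over 55% in size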
#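 Quantitative HTS: incision of a TAMRA/BHQ-2 double-stranded substrate bearing a tetrahydrofuran abasic site by 0.75 nM APE1 raises fluorescence. Substrate 50 nM final, added after 15 min compound preincubation at room temperature; progress as third-minus-first kinetic read difference.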
# POLK inh: inhibitors of human DNA polymerase kappa; Potency, µM (top dose mostly 107 µM), without a hit: at the top dose activity, negative = inhibition, hits mostly inhibitors; AID 588579; 400,000 compounds, 0.53% hits; Q9UBT6; purified Pol kappa, fluorescent DNA synthesis assay, 10 min; further: potency means the concentration at half of the fitted maximal effect; on the % scale 0 is the no-effect control and ±100 the full control effect
#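 First, compounds were pin-transferred onto 10 nM Pol kappa. After 15 min at room temperature, substrate was added to 50 nM final. Fluorescence was then measured kinetically at 0 and 10 min.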
# POLH inh: DNA polymerase eta (human) inhibition. Q9Y253. recombinant Pol eta, fluorescent DNA replication assay. Potency, µM (top dose mostly 114 µM), for inactives: at the highest dose activity change, negative = inhibition, hits mostly inhibitors. 390,000 compounds, 1.2% hits. AID 588591; further: potency means the concentration at half of the fitted maximal effect; on the % scale 0 is the no-effect control and ±100 the full control effect
#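 Fluorescent replication assay: 50 nM final substrate added after a 15 min room-temperature compound preincubation with 10 nM enzyme. Signal taken at 0 min and again at 10 min.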
# Pol iota inh: DNA polymerase iota (human) inhibition; Pol iota fluorescent replication assay, 10 min; Potency, µM (doses to about 115 µM), for the others: top-dose activity, negative = inhibition, actives largely listed as inhibitors; AID 588590; 390,000 compounds, 1% hits; Q9UNA4; further: potency means the concentration at half of the fitted maximal effect
#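 Fluorescent replication assay read twice, at 0 min and 10 min after adding 50 nM (final) substrate. Enzyme (10 nM) and compounds were first incubated 15 min at room temperature; enzyme-free buffer wells were negative controls.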
# An asterisk follows results filed as active; i = inactive; ? = inconclusive; · = no result given; [ ] = dose if it differs, or a comment. Unless noted, the call rests on the fitted dose curve; in most records, active means well fitted curve in the direction sought with a large enough effect; inconclusive means small, poorly fitted or top-dose-only effect, or another doubt; inactive means no such curve, though single readings can be large; an effect the other way counts as inactive or inconclusive.
SMILES,Apoferritin bind,BLM inh,PGK inhibitor,RXFP1 antagonist,POLB inh,APE1 inh,POLK inh,POLH inh,Pol iota inh
CC(C)(C)OC(=O)NCCc1nnc(SCC(N)=O)o1,-3%,-4%,-2%,0,10%,3%,-2%,3%,-11%
CCNC(=S)N/N=C/c1ccc(OCC(=O)Nc2ccc(OC)cc2)c(OC)c1,-12%,-6%,12%,·,1%,-7%,-18%,-13%,16%
CSc1ncccc1C(=O)OCc1ccc(C#N)cc1,-13%,0%,3%,-4,8%,1%,0%,-4%,?
O=C(O)CCN1C(=O)c2ccc(NC(=O)C(c3ccccc3)c3ccccc3)cc2C1=O,74%[activator],-1%,i,2,-2%,-4%,8%,-5%,39%[activator]
CN(C)/C=N/c1sc2c(c1C(N)=O)CCCC2,-20%,-8%,-6%,-18,-1%,0%,0%,-12%,142%[activator]
O=C(COC(=O)[C@H](Cc1ccccc1)N1C(=O)c2ccccc2C1=O)Nc1ccc2c(c1)OCO2,?,-9%,-4%,-5,-13%,-3%,-4%,-16%,4%
CCCCc1cc(=O)oc2cc(C)cc(OC(C)C(=O)NCC3CCC(C(=O)O)CC3)c12 (stereo not given),-4%,-11%,-1%,·,36%,2%,2%,4%,-2%
COc1ccc(Cl)cc1NC(=O)CSc1nnc(COc2ccccc2)n1C,?,-3%,i,-18,3%,-4%,7%,-16%,-3%
CCCCn1c(=O)cc(C)n(-c2ccccc2)c1=O,·,·,-1%,9,·,·,-17%,3%,126%[activator]
CCCCNc1nc(Oc2ccc(=O)n(-c3ccccc3)n2)nc(N(C)C)n1,-18%,1%,·,-1,0%,·,-4%,·,10%
COC(=O)C1=C[C@@H](C(=O)OC)[C@@H]2C3=C(C(=O)[C@]2(C)NC(=O)c2ccccc2)[C@H](C)n2c(=O)n(C)c(=O)n2[C@@H]3C1,·,·,2%,·,·,·,0%,-14%,-3%
CCc1ccc(CNC(=O)c2cc3c(=O)n(Cc4cccs4)ccc3nc2C)cc1,-4%,-6%,i,3,50µM*,·,-19%,11%,?
CCN(CC)C(=O)CSc1nc2ccccc2o1,-4%,5%,-8%,-12,40%,-1%,-16%,-1%,-2%
O=C(NCCN1CCOCC1)c1nn2c(c1Cl)NC(c1ccccc1)CC2C(F)(F)F (stereo not given),-6%,-4%,·,2,44%,22%,0%,-11%,-3%
C=CCn1c(CCC(O)COCCCCC)n[nH]c1=S (stereo not given),-14%,3%,i,5,-3%,3%,-2%,1%,136%[activator]
COCC(O)CSc1nc(C)[nH]c1[N+](=O)[O-] (stereo not given),-18%,0%,·,9,10%,9%,-3%,-7%,1%
CC(NC(=O)C1CCCN1S(=O)(=O)c1cccc2cccnc12)c1ccccc1 (stereo not given),-6%,-2%,4%,·,38%,-2%,4%,-11%,9%
Cc1cccc(NC(=O)Cn2c(=O)n(CCC(=O)N3CCc4ccccc4C3)c(=O)c3ccccc32)c1,-12%,-8%,i,·,-13%,·,-5%,-4%,329%[activator]
Cc1ccc(N2C(=O)NC(NC(=O)c3ccc(Cl)cc3)(C(F)(F)F)C2=O)cc1 (stereo not given),-19%,-7%,-7%,-1,-18%,-3%,-8%,-11%,247%[activator]
Cc1ccsc1/C=C/c1n[nH]c(=O)c(C#N)c1C,-8%,1%,0%,-7,20%,21%,1%,-18%,9%
COc1ccc(N(C(=O)c2snc(C(N)=O)c2N)C(C(=O)NCC2CCCO2)c2ccc3ncccc3c2)cc1OC (stereo not given),-17%,-7%,-3%,-15,23%,38%[activator],7%,-11%,36%[activator]
O=C(NCC12CC3CC(CC(C3)C1)C2)c1nn2cccnc2c1Cl,?,-1%,2%,-8,-27%,4%,-16%,-4%,-7%
Cc1onc(-c2ccccc2)c1C(=O)NCCc1ccc(Cl)cc1,0%,0%,-11%,-10,21%,-2%,7%,-9%,-13%
CCCn1c(-c2ccc(OC)cc2)nc2c(=O)n(C)c(=O)[nH]c21,-13%,-3%,i,0,0%,2%,-3%,-20%,8%
Oc1cccc(NC(=S)Nc2ccc(SC(F)F)cc2)c1,-16%,1%,2%,-26,-18%,0%,-10%,-7%,125%[activator]

# Three compounds from above, sorted by the number in Pol iota inh, lowest first.
SMILES	BLM inh	PGK inhibitor	RXFP1 antagonist	APE1 inh	POLK inh	POLH inh	Pol iota inh
COc1ccc(Cl)cc1NC(=O)CSc1nnc(COc2ccccc2)n1C	-3%	i	-18	-4%	7%	-16%	-3%
COCC(O)CSc1nc(C)[nH]c1[N+](=O)[O-] (stereo not given)	0%	·	9	9%	-3%	-7%	1%
CC(NC(=O)C1CCCN1S(=O)(=O)c1cccc2cccnc12)c1ccccc1 (stereo not given)	-2%	4%	·	-2%	4%	-11%	9%

# More entries
SMILES,Apoferritin bind,BLM inh,PGK inhibitor,RXFP1 antagonist,POLB inh,APE1 inh,POLK inh,POLH inh,Pol iota inh
FC(F)(F)c1cc(Sc2ccccc2)nc(-c2ccccn2)n1,-29%,-1%,2%,11,4%,-1%,-9%,-12%,11%
Cc1cc(C)c2cc3c(N)c(C(=O)Nc4c(C)[nH]c(=O)[nH]c4=O)sc3nc2c1,81%[activator],-24%,-21%,-11,?,5%,-20%,45µM*,?
CCOC(=O)C(CCCCP(=O)(c1ccccc1)c1ccccc1)(NC(C)=O)C(=O)OCC,3%,-8%,-4%,-1,-2%,1%,-11%,-4%,8%[58.9 µM]
Cc1nn(-c2ccccc2)c2nc(N)c(C#N)c(-c3ccc(C(C)(C)C)cc3)c12,-5%,-8%,11%,·,1%,2%,-9%,-6%,9%
COc1ccccc1OCc1nc2ccccc2n1Cc1ccccc1,-5%,-3%,2%,-7,4%,·,-12%[60.1 µM],-9%,7%
OC1C2COC(O2)[C@H](O)C1O (stereo not given in full),-3%,3%,·,·,·,-2%,-1%[60.1 µM],·,·
Cn1c(=O)c2c(nc(-n3ccnc3)n2C)n(C)c1=O,3%,1%,-3%,-9,16%,2%,-1%,-6%,-8%
CC1CCN(S(=O)(=O)c2cn(CC(=O)Nc3cccc(C(F)(F)F)c3)c(=O)c3ccccc23)CC1,-8%,-12%,-4%,·,?,·,-23%,-22%,-10%
NS(=O)(=O)c1ccc(-c2ccc(C=O)o2)cc1,-6%,-3%,-8%,-10,-29%,1%,-6%,-9%,51%[activator]
COc1cccc(NS(=O)(=O)c2cc3c(cc2C)N(C(C)=O)CCO3)c1,-9%,0%,-1%,1,-9%,35%,1%,-19%,-22%
Cc1ccc(-c2cc(-c3cccc(F)c3)n[nH]2)c(O)c1,4%,-9%,-9%,-3,21%,7%,-13%,-7%,?
Cc1ccc(-n2nc(C)c(C(=O)O)n2)c(C)c1,3%,1%,-3%,-8,-1%[57.1 µM],1%,-12%,-3%,265%[activator]
CC(C)c1ccc2[nH]c(O)c(N=NC(=O)c3cccc(S(=O)(=O)Nc4ccccc4Cl)c3)c2c1,-7%,-9%,-7%,-37,1%,6%,-22%,7%,28%
CCS(=O)(=O)Nc1ccc(C(=O)OC)cc1,-8%,-1%,3%,3,-5%,9%,-1%,3%,23%
Cc1ccc(NS(=O)(=O)c2ccc3c(c2)n(C)c(=O)c(=O)n3C)c(C)c1,-10%,1%,-3%,9,-2%,-2%,-6%,-5%,-1%
CCCCNC(=O)/C(C#N)=C/c1ccc2c(c1)OCCO2,-11%,4%,-2%,-7,27%,7%,2%,-9%,12%
Cc1cc(C)cc(NC(=O)CCCc2nc(-c3ccco3)no2)c1,-5%,-5%,5%,-4,3%,·,-11%,-7%,13%
CCOc1ccc2nc(NCCNC(=O)C3CC3)c(C)cc2c1,-5%,3%,-3%,8,31%,11%,1%,-1%,-3%
CCc1ccc(NC(=O)CN2C(=O)C(=O)c3ccccc32)cc1,-15%,-6%,-5%,-19,8%,·,-3%,-19%,21%
O=C(Nc1cccc(Cl)c1)C1CCCN(c2ncnc3c2nc2n3CCCCC2)C1 (stereo not given),-11%,-3%,i,-24,-22%,·,-19%,-9%,?
C[C@H](NC(=O)c1nc[nH]c1C(=O)NCCCCCN)C(=O)OCc1ccccc1,·,·,9%,·,·,12%,-16%,-19%,?
O=C(Nc1ccc(S(=O)(=O)Nc2ncccn2)cc1)C1=NN(c2ccccc2)C(=O)CC1,-10%,-7%,-4%,-2,0%,11%,-75%,35µM*,?
O=C(Nc1ccc(OCC(F)(F)C(F)F)cc1)c1ccncc1,-23%,-3%,-5%,3,16%,-1%,-3%,-25%,15%
CCOc1ccc(Cl)cc1CNCCNCC(C)O (stereo not given),-5%,5%,·,-6,46%,11%,-2%,-6%,-7%
Cc1oc2cc3oc(=O)c(CCC(=O)NCCc4ccccc4F)c(C)c3cc2c1C,4%,-4%,-8%,-7,-1%,·,-5%,-18%,-1%
# (continued)
SMILES,Apoferritin bind,BLM inh,PGK inhibitor,RXFP1 antagonist,POLB inh,APE1 inh,POLK inh,POLH inh,Pol iota inh
CCN(CC)C(=O)CSc1nc2ccccc2c(=O)n1CCC(=O)NCc1ccc(F)cc1,-14%,0%,-7%,-9,-10%,8%,-7%,-13%,7%
CC1(C)CN(c2ccc(N3CC(C)(C)C3=O)cc2)C1=O,-5%,1%,-5%,-9,26%,16%,4%,-6%,?
O=C1OCc2cc(-n3cccc3)ccc21,-16%,-5%,-4%,-12,2%,0%,-19%,10%,78%[activator]
COc1ccc(S(=O)(=O)N2CCOC23CCN(C(=O)c2ccccc2Br)CC3)cc1,-3%,-2%,i,-26,15%,11%,4%,-19%,37%[activator]
CC1=C(C(=O)N2CCCC(C(=O)c3cccc(C(F)(F)F)c3)C2)OCCO1 (stereo not given),-9%,-6%,10%,-7,?,2%,0%,-5%,29%
O=C(Cc1c(C(=O)O)[nH]c2ccccc12)Nc1ccc2c(c1)OCO2,-9%,-1%,-6%,-13,31%,-14%,0%,8%,-9%
CC(=O)c1nn(-c2ccccc2)cc1C(=O)c1ccc(Br)cc1,-4%,-1%,-6%,-15,31%,0%,2%,-8%,83%[activator]
Cc1cc2c(c(N)n1)c(=O)oc1ccccc12,-5%,3%,1%,-10,20%,0%,-15%,-4%,3%
Nc1nc(SCC(=O)NCCc2ccccc2)[nH]c(=O)c1-c1ccccc1,0%,-1%,·,·,-1%,-6%,·,·,·

# Screening data as filed in PubChem BioAssay.

# A portion of the library; count on the stated rates, not on these rows.
